CRFR2-BP ag – CRF-BP/CRF-R2 complex agonism | hit rate 0.46% among 350,000 | activation, % at 13.2 µM | AID 588473 | HEK293 CRF-R2/CRF-BP, calcium dye fluorescence (FLIPR); percent of saturating CRF peptide response;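 active means activation of at least 50%, plus an integration ratio under a set limit after plate pattern correction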;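 further: plate controls were neutral control wells without compound for no effect and CRF at EC100 for full effect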
CRFBP-R2 block – blocks CRF-induced signaling of the CRF-BP/CRF-R2 complex; HEK293 CRF-R2/CRF-BP, CRF-induced calcium fluorescence; inhibition, % at 11.8 µM; hit rate 0.59% among 350,000; AID 588475;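 active means inhibition of the ligand-induced calcium signal above about 50% at the single tested concentration, limit read from the data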
M1 PAM parental – M1 PAM counterscreen hit in parental CHO-K1 cells. hit rate 0.02% among 360,000. activation, % at 3 µM. ATP EC20, Fluo-8 calcium fluorescence; 0% at ATP EC20, 100% at ATP max;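 active means activation above the run cutoff, the mean activation of all test compounds plus 3 SD, cut at about 40% in these data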;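 further: peak over basal fluorescence ratio in a 140 s read after ATP addition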
M5 ag – agonists of human muscarinic M5 receptor (CHRM5); CHO-K1 hM5 cells, Fluo-8 calcium fluorescence; 0% DMSO wells, 100% maximal acetylcholine response; activation, % at 3 µM; hit rate 0.19% among 360,000;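 active means activation above the run's mean over test compounds plus 3 SD, cut at about 23% in these data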;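 further: signal is peak over basal fluorescence ratio across the kinetic read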
Target sequence (P08912 whole entry, looked up): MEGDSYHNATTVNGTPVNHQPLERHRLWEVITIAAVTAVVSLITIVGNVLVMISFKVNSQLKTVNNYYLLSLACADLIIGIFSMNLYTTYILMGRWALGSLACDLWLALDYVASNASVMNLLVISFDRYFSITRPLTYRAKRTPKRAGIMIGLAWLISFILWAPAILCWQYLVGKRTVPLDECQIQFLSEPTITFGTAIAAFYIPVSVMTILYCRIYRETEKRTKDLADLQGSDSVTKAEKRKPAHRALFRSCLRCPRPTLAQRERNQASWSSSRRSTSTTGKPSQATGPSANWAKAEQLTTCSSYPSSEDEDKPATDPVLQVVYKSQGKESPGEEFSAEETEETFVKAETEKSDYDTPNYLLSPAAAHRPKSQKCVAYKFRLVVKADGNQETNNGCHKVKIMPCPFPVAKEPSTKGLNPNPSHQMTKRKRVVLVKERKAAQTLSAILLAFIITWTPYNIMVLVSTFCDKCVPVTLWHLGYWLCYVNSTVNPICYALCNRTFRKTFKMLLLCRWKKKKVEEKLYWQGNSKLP
CHRM5 PAM – CHRM5 positive allosteric modulation. P08912. CHO-K1 hM5, Fluo-8 calcium, ACh EC20 PAM; 0% = ACh EC20, 100% = ACh EC100. activation, % at 3 µM. hit rate 0.3% among 360,000. AID 624038;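 active means activation above the run cutoff, the mean activation of all test compounds plus 3 SD, cut at about 18% in these data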
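System: CHO-K1 cell line with stable human muscarinic M5 receptor expression | Also added: EC20 acetylcholine as agonist stimulus | Compound: One concentration, 3 µM final (nominal) | Timing: Fluo-8 loading 80 min at 37 °C plus 30 min room temperature | Measured by: Fluo-8 calcium dye fluorescence, kinetic read | Read-out basis: % activation, ACh-normalized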
M5 antag – CHRM5 antagonism in calcium assay | inhibition, % at 3 µM | P08912 | CHO-hM5 cells, Fluo-8 calcium fluorescence, ACh EC80 | hit rate 0.59% among 360,000 | AID 624040;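 active means inhibition above a per-plate cutoff, the mean of that plate's test compounds plus 3 SD, cut at about 27% in these data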;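 further: 0% = acetylcholine EC80 with DMSO and 100% = DMSO without agonist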
TAAR1 agonist – human TAAR1 agonism; activation, % at 3 µM; hit rate 0.99% among 360,000; CHO RD-HGA16 TAAR1, Fluo-8 calcium fluorescence; vehicle wells 0%, saturating PEA agonist 100%;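 active means activation above the mean activation of all test compounds in the run plus 3 SD, cut at about 38% in these data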
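Test system: RD-HGA16 (CHO) cells co-expressing Gα16 and hTAAR1; dosing: one-point dosing at 3 µM (nominal); timing: 17-24 h seeding, 75 min 37 °C dye, 30 min RT; signal: kinetic Fluo-8 calcium fluorescence; read-out basis: % activation relative to PEA EC100 response; controls: DMSO and PEA EC100; replicates: n 1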
TAAR1 antagonist – human TAAR1 antagonism | Q96RJ0 | hit rate 1.5% among 360,000 | inhibition, % at 3 µM | CHO RD-HGA16 TAAR1, Fluo-8 calcium fluorescence, antagonist;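 active means inhibition above a per-plate cutoff, the mean inhibition of test compounds on that plate plus 3 SD, cut at about 49% in these data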;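 further: 0% = DMSO plus EC80 beta-PEA response and 100% = DMSO alone without agonist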
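Test system: RD-HGA16 CHO cells with stable hTAAR1 and Gα16 / Probe or stimulus: EC80 β-phenethylamine stimulus / Times: seeding 17-24 h prior, 75-min 37 °C, 30-min RT dye loading / Detection: Fluo-8 calcium-sensitive fluorescence / Read-out basis: % inhibition scaled between DMSO and EC80 PEA controls / Repeats: singlicate, one well per test compound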
M4 PAM – CHRM4 positive allosteric modulation | P08173 | CHO-K1 hM4/Gqi5, Fluo-8 calcium fluorescence, ACh EC20; 0% = ACh EC20, 100% = maximal ACh | activation, % at 3 µM | hit rate 0.4% among 360,000;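 active means activation above its plate's cutoff, the mean activation of sample wells plus 3 SD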; further: some results filed as inactive read as strong as hits
Target sequence (P08173 whole entry, looked up): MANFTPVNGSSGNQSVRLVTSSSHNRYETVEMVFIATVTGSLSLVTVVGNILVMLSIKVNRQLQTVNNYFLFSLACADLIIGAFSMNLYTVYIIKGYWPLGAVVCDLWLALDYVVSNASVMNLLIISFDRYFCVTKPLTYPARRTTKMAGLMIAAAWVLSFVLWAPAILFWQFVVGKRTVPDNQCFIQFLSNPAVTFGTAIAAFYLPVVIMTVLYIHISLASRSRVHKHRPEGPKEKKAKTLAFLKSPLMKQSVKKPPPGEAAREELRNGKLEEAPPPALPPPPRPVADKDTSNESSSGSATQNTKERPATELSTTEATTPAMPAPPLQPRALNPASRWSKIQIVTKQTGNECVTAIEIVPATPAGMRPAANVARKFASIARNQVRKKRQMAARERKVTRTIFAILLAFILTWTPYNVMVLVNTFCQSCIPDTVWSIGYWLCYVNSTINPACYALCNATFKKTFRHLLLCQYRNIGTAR
* hit, by the source's call; · = not tested or not shown; & = joins results of further samples.

(1) CS(=O)(=O)N1CCCCC1c1cc(C(=O)NCc2ccccc2)no1 (stereo unspecified)
(2) O=C(O)c1cnn(-c2ccccc2)c1C(F)(F)F
(3) C=C[C@]1(C)C=C2C(=O)[C@@]3(O)OC(=O)[C@@]4(CCCC(C)(C)[C@H]34)[C@@]2(O)CC1
(4) CN(C(=O)c1cccc(NC(=O)Cc2ccc(NC(=O)C3CCN(C(=O)c4ccccc4)CC3)cc2)c1)C1CCC1
(5) Cc1ccc2nc3c(cc(C(=O)NCCc4ccccc4)c(=N)n3CCCN3CCOCC3)c(=O)n2c1
(6) CCC(C(=O)NC1CCCC1)N(C(=O)c1snc(C(N)=O)c1N)c1ccc(OC)cc1 (stereo unspecified)
(7) Cc1cccc(-n2c(O)c(C=Nc3c(C)n(C)n(-c4ccccc4)c3=O)c3ccccc3c2=O)n1
(8) O=[N+]([O-])c1ccc(S(=O)(=O)N2CCN(c3ccccn3)CC2)cc1
Assay by compound,1,2,3,4,5,6,7,8
CRFR2-BP ag,·,1.7,·,-2.6,1.5,1.4,0.3&5.2,18
CRFBP-R2 block,·,13,·,-18,-4,-34,2&-3,1
M1 PAM parental,-10,20,10,7,-6,5,12&23,10
M5 ag,0,-3,17,0,-6,-2,0&-3,0
CHRM5 PAM,0,9,2,4,0,-3,7&1,0
M5 antag,-1,-5,6,7,-5,15,16&-4,4
TAAR1 agonist,3,1,28,0,2,2,1,2
TAAR1 antagonist,-16,9,-6,-21,1,-30,-13,-8
M4 PAM,-6,0,2,0,-8,-1,2&-4,-7

(9) CC(=O)c1ccc(NC(=S)NC(=O)CC(C)C)cc1
(10) CCOC(=O)Cn1ccc2cc(S(=O)(=O)N3CCCC3)ccc21
(11) COc1cccc(C(C)(O)c2nc(-c3cccc(C#N)c3)cs2)c1 (stereo unspecified)
(12) Cc1ccc(Cl)cc1N1CCN(C(=O)C2CCC(=O)N2C(C)C)CC1 (stereo unspecified)
(13) S=C(Nc1ccccc1Cl)N(Cc1ccccc1)Cc1cccnc1
(14) O=C(COc1cc2oc(=O)c3c(c2cc1Cl)CCC3)NCC1CCC(C(=O)O)CC1 (stereo unspecified)
(15) CNc1ncnc2c1ncn2[C@H]1CN(Cc2ccc3c(c2)OCO3)C[C@@H](CO)O1
(16) Cc1ccc(C(=O)NC2CCN(S(=O)(=O)c3ccccc3)CC2)cc1
Assay by compound,9,10,11,12,13,14,15,16
CRFR2-BP ag,-0.1,-1.1,·,-0.3,-0.7,0.0,·,-4.6
CRFBP-R2 block,-4,12,·,13,-4,-16,·,-33
M1 PAM parental,12,-10,-9,21,0,8,12,-5
M5 ag,-4,-1,2,1,-14,-4,1,-3
CHRM5 PAM,1,-1,-13,-4,11,-3,1,4
M5 antag,0,-1,13,3,-2,-4,1,-1
TAAR1 agonist,2,1,1,4,0,2,2,2
TAAR1 antagonist,6,-15,6,-10,-18,-11,-6,-23
M4 PAM,-1,6,0,2,0,-1,6,6

(17) Cc1ccc(CSc2nnc(SCC(=O)N/N=C/C=C/c3ccccc3[N+](=O)[O-])s2)cc1
(18) CSc1nccn1CC(=O)Nc1ccc(F)cc1
(19) O=C1NC[C@@H](CCCCN2C[C@H](Cc3ccccc3)N(CC3CCCCC3)C(=O)C2=O)N(CCc2ccc(O)cc2)C1=O
(20) O=C(c1cccs1)N1C[C@H](O)[C@@H](n2cc(-c3ccc(F)cc3)nn2)C[C@@H]1c1ccccc1
(21) O=C(Nc1ccccc1Oc1cccnc1)C1CCCN(Cc2ccccc2O)C1 (stereo unspecified)
(22) CC(C)C(C(=O)NCc1ccco1)N(C(=O)CNS(=O)(=O)c1ccc(Cl)cc1)C1CCCC1 (stereo unspecified)
(23) O=C(Nc1ccc(Cl)c(S(=O)(=O)N2CCOCC2)c1)c1ccc(Cl)nc1
(24) COc1ccc(-c2oc3c(c2C(=O)OCCCO)C(OCCO)CCC3)cc1 (stereo unspecified)
Assay by compound,17,18,19,20,21,22,23,24
CRFR2-BP ag,-2.1,0.5,·,-0.8,-4.0,-1.2,0.6,·
CRFBP-R2 block,4,3,·,4,99*,-11,-12,·
M1 PAM parental,5,-5,6,28,-2,4,-5,15
M5 ag,0,-2,-1,0,-6,-2,9,0
CHRM5 PAM,4,5,-4,0,4,1,-20,-4
M5 antag,1,-5,2,4,-3,-10,8,2
TAAR1 agonist,0,2,1,3,0,4,24,3
TAAR1 antagonist,-8,8,-19,10,-16,6,67*,-34
M4 PAM,-2,4,1,4,-5,-1,-4,9

(25) Cc1cccc(NC(=O)c2cccnc2Cl)n1
(26) COc1ccccc1CN1CC(C(=O)NC2(c3ccccc3)CC2)CCC1=O (stereo unspecified)
(27) O=C(NN=C1CCCC1)c1cc(Br)ccc1O
(28) CC(C)[C@H](NC(=O)[C@@H]1Cc2ccccc2CN1C(=O)OC(C)(C)C)C(=O)NC1CCCC1
(29) Cn1nnnc1SCC(=O)Nc1c(Cl)cccc1Cl
(30) Cc1nc(NC(=O)CN2CC(C)OC(C)C2)sc1C(=O)N(C)C (stereo unspecified)
(31) CC(=O)C1=C(C)NC(=O)NC1c1cc(Br)ccc1OCC(N)=O (stereo unspecified)
(32) CC(C)(C)/C=N/NC(=O)C1CC1
Assay by compound,25,26,27,28,29,30,31,32
CRFR2-BP ag,1.1,-7.3,-0.8,-2.8,0.3,0.4,1.2,-1.9
CRFBP-R2 block,11,16,-3,3,3,-7,-9,-4
M1 PAM parental,-4,14,-8,13,-2,-15,14,8
M5 ag,-3,-3,6,-6,-3,-4,-3,5
CHRM5 PAM,-1,-6,1,-7,8,-4,-3,17
M5 antag,7,19,-3,9,-1,15,-2,-10
TAAR1 agonist,1,6,5,7,8,8,9,3
TAAR1 antagonist,-27,-21,-8,-20,2,-6,-2,-21
M4 PAM,-5,6,-2,0,10,-6,4,3

(33) O=C1CC(c2ccccc2)=NN1c1ccc([N+](=O)[O-])cc1
(34) Cc1cc(OCC(=O)NCCCn2ccnc2)c2c(C)cc(=O)oc2c1
(35) COc1cc(/C=N/NC(=O)c2ccc3c(c2)OCCO3)cc(Br)c1O
(36) COc1ccccc1NCC(=O)NNCC(=O)Nc1ccc(F)c(Cl)c1
(37) COc1ccc(OC)c(/C=N/NC(=O)CSc2nnc(C)n2-c2ccccc2)c1
(38) CCCCS(=O)(=O)Nc1ccc(Cc2ccncc2)cc1
(39) CC(NC(=O)COC(=O)c1cccc(S(=O)(=O)N2CCCC2)c1)c1ccccc1 (stereo unspecified)
(40) O=C(NCc1ccc(F)cc1)c1cc(C2CCCCN2S(=O)(=O)Cc2ccccc2)on1 (stereo unspecified)
Assay by compound,33,34,35,36,37,38,39,40
CRFR2-BP ag,32,0.6,-0.5,0.1,-1.4,-3.6,-0.3,·
CRFBP-R2 block,19,-17,-2,1,5,0,-6,·
M1 PAM parental,19,12,5,0,5,16,20,11
M5 ag,-1,-4,3,0,-1,-2,0,-2
CHRM5 PAM,3,1,-4,0,1,-5,-4,-2
M5 antag,3,8,4,-5,15,11,13,-6
TAAR1 agonist,5,0,22,0,4,8,1,9
TAAR1 antagonist,-7,-13,-14,5,9,10,-11,-33
M4 PAM,1,-5,-3,-3,6,-2,5,-6

(41) Cc1nn(C)cc1S(=O)(=O)Nc1ccc(F)c(F)c1
(42) COC(=O)c1sccc1NC(=O)Nc1ccccc1Cl
(43) COCCNC(=O)c1ccc2c(c1)nc(C)n2-c1cc(OC)c(OC)c(OC)c1
(44) Cc1ccsc1C1NC(=O)c2c(sc3c2CCCC3)N1 (stereo unspecified)
(45) CCOC(=O)c1cccc(NC(=O)CSc2nc3ccccc3c(=O)n2CC)c1
(46) CCN(CC)C1CCS(=O)(=O)C1 (stereo unspecified)
(47) COc1ccc(OC)c(NC(=O)N2CCCC(CNS(=O)(=O)c3cccs3)C2)c1 (stereo unspecified)
(48) CC1=Nn2c(nnc2-c2ccccc2)SC1
Assay by compound,41,42,43,44,45,46,47,48
CRFR2-BP ag,0.7,0.4,2.0,2.7,-1.7,-1.0,0.8,2.3
CRFBP-R2 block,10,-4,2,-37,7,23,4,-25
M1 PAM parental,26,22,7,17,10,23,-12,20
M5 ag,-7,-6,-1,2,-4,1,-2,0
CHRM5 PAM,-4,-8,0,-9,-11,3,7,8
M5 antag,7,23,6,3,14,7,18,1
TAAR1 agonist,-1,-2,·,·,1,4,-1,4
TAAR1 antagonist,13,-2,·,·,-4,-13,6,13
M4 PAM,-3,-2,3,5,-7,4,7,6

(49) COCCNC(=O)C1(C)CCN(C(=O)c2ccc3sccc3c2)C1 (stereo unspecified)
(50) COc1ccccc1C(=O)N1C(CC(=O)Nc2ccccc2C)C(=O)NC2CCCCC21 (stereo unspecified)
(51) CCCn1nc(C(=O)NNC(=O)Cc2ccc(S(=O)(=O)N3CCOCC3)s2)c2ccccc2c1=O
(52) CC(C)(C)OC(=O)C[C@@H]1C/C=C\C[C@@H](CC(=O)NCCO)C(=O)N[C@H](C(C)(C)C)COC1=O
(53) COc1ccc(NC(=O)CC2C(=O)N(c3ccccc3)C(=O)N2Cc2ccco2)cc1 (stereo unspecified)
(54) O=C(NCC(c1ccco1)N1CCc2ccccc21)c1ccccc1 (stereo unspecified)
Assay by compound,49,50,51,52,53,54
CRFR2-BP ag,·,-0.2,0.5,0.3,1.9,-6.7
CRFBP-R2 block,·,9,-2,-4,-16,7
M1 PAM parental,7,1,-12,16,21,6
M5 ag,1,-3,2,5,4,-6
CHRM5 PAM,4,-12,-6,3,4,1
M5 antag,1,18,8,5,-1,0
TAAR1 agonist,1,4,-2,14,2,-2
TAAR1 antagonist,-17,2,-8,-1,4,-10
M4 PAM,4,-3,7,7,-2,13

Complete entries from above. Order of screens: CRFR2-BP ag | CRFBP-R2 block | M1 PAM parental | M5 ag | CHRM5 PAM | M5 antag | TAAR1 agonist | TAAR1 antagonist | M4 PAM
COc1ccc(NC(=O)CC2C(=O)N(c3ccccc3)C(=O)N2Cc2ccco2)cc1 (stereo unspecified) in the list: 1.9 | -16 | 21 | 4 | 4 | -1 | 2 | 4 | -2
CCCn1nc(C(=O)NNC(=O)Cc2ccc(S(=O)(=O)N3CCOCC3)s2)c2ccccc2c1=O in the list: 0.5 | -2 | -12 | 2 | -6 | 8 | -2 | -8 | 7
O=C(NCC(c1ccco1)N1CCc2ccccc21)c1ccccc1 (stereo unspecified) in the list: -6.7 | 7 | 6 | -6 | 1 | 0 | -2 | -10 | 13
CC(C)(C)OC(=O)C[C@@H]1C/C=C\C[C@@H](CC(=O)NCCO)C(=O)N[C@H](C(C)(C)C)COC1=O in the list: 0.3 | -4 | 16 | 5 | 3 | 5 | 14 | -1 | 7
COCCNC(=O)C1(C)CCN(C(=O)c2ccc3sccc3c2)C1 (stereo unspecified) in the list: · | · | 7 | 1 | 4 | 1 | 1 | -17 | 4
